Assay outcomes as filed in PubChem.
tim23-1 inh = inhibits growth of tim23-1 mutant yeast | S. cerevisiae tim23-1 growth, BacTiter-Glo luminescence, 24 h | inhibition, % at 20 µM | 1.3% of 330,000 active | AID 463212;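 active means growth inhibition of the mutant yeast at or above 50%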;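 further: temperature-sensitive mutant grown at 25 °C; plate controls were DMSO-treated mutant yeast for no effect and medium wells lacking yeast for full effect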
tim10-1 inh = tim10-1 yeast growth inhibition | S. cerevisiae tim10-1 ts strain growth, BacTiter-Glo, 24 h | inhibition, % at 20 µM | 2.2% of 330,000 active;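 active means inhibition of at least 40%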;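 further: mutant grown at 25 °C; 0% = DMSO wells with yeast and 100% = wells holding no yeast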
NR3A LBD binder = modulators (binders) of human NR3A ligand-binding domain | NR3A LBD differential scanning fluorimetry, Tm shift; 0% = protein alone, 100% = glycine-bound protein | Tm shift relative to glycine control, % at 25 µM | 2.5% of 340,000 active;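 active means melting temperature shift of at least 10% of the positive control shift, at one fixed dose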
TIM10 inh = growth inhibitors of TIM10 yeast strain. S. cerevisiae TIM10 strain growth, BacTiter-Glo luminescence, 24 h. inhibition, % at 10 µM. 1.4% of 330,000 active. AID 463195;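 active means inhibition of 40% or more at the single tested concentration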;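 further: wild-type TIM10 isogenic control strain grown at permissive 25 °C; 0% = DMSO yeast wells and 100% = minimal medium wells without yeast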
NALP3 yeast inh = blocks the NALP3 inflammasome reconstituted in yeast | Yeast reconstituted NLRP3/ASC/caspase-1, beta-gal luminescence, 24 h | inhibition, % at 10 µM | 0.39% of 330,000 active;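 active means inhibition of 50% or more; inactive means inhibition below 50%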;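 further: plate controls were induced DMSO wells for no effect and uninduced yeast grown without galactose for full effect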
APJ antag = APJ receptor antagonism | P35414 | CHO-K1 APJ beta-arrestin complementation, luminescence | inhibition, % at 20 µM | 0.32% of 330,000 active;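 active means inhibition above about 40% at 20 µM, limit read from the data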;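 further: cells challenged with 10 nM apelin-13 agonist together with compound; plate controls were apelin-13 plus DMSO wells for no effect and DMSO wells lacking apelin-13 for full effect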
Target sequence (P35414 whole entry, looked up): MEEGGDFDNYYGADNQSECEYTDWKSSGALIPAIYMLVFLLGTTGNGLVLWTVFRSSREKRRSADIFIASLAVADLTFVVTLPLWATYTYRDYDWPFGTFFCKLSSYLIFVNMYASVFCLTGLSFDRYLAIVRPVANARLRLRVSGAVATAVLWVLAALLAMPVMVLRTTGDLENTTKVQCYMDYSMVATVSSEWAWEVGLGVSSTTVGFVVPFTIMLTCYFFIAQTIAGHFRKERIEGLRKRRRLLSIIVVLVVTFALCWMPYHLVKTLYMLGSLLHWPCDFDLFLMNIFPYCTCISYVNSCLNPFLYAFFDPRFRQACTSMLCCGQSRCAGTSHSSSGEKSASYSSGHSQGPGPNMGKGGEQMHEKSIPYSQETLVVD
MPTP block = permeability transition pore inhibition | isolated mouse mitochondria, Ca2+ swelling absorbance, 30 min | 1.4% of 360,000 active | inhibition, % at 10 µM | AID 602449;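 active means inhibition of 50% or more, scaled per plate between neutral and stimulator controls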;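 further: 0% = DMSO wells given calcium and 100% = 1 mM EGTA wells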
MIN6 prolif = induces beta-cell replication in MIN6 cells; AID 2380; 0.29% of 330,000 active; proliferation, % at 10 µM; MIN6 cells proliferation, ATPlite luminescence, 48 h; cells starved in 0.2% serum; 100% = growth in 10% serum;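 active means compounds whose signal lies at least 3.5 SD above the mean of all wells on their plate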;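 further: 0% = DMSO-treated cells in low-serum medium and 100% = 10% serum control; some compounds called inactive have numbers as strong as hits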
APJ agonist = APJ receptor agonism. P35414. CHO-K1 APJ PathHunter beta-arrestin, luminescence; 0% DMSO wells, 100% apelin. activation, % at 20 µM. 0.11% of 330,000 active. AID 2520;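 active means activation more than six SD over the plate average, tested at 20 µM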;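 further: 0% = DMSO alone and 100% = apelin-13 at 10 nM; some results filed as inactive read as strong as hits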
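Test system – PathHunter CHO-K1 APJ (AGTRL-1) beta-arrestin reporter cells · Input – 1000 cells/well · Compound – single test compound dose, 20 µM final, 1% DMSO · Times – compound stimulation 90 min at 25 °C, detection 60 min · Technique – beta-gal luminescence · Read-out basis – APJ–arrestin association signal · Control set – negative DMSO alone, positive Apelin-13 at 10 nM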
Active calls of the source: *; · = not tested or not shown.

#	SMILES	tim23-1 inh	tim10-1 inh	NR3A LBD binder	TIM10 inh	NALP3 yeast inh
1	Cc1ccc(Nc2cc(C)nc(NCc3ccccc3)n2)cc1	-4	12	-3	11	18
2	CCOC(=O)CN1CC23C=CC(O2)C(C(=O)NCCc2ccccc2)C3C1=O (stereo not drawn)	-12	-13	-1	3	17
3	c1ccc2c(c1)nc(Nc1ccc3c(c1)OCO3)c1nnnn12	16	15	-2	12	35
4	COc1cccc(CN2CCN(C(=O)c3ccco3)CC2)c1OC	0	-13	0	-16	-6
5	O=C(c1ccc(F)cc1)c1ccc(CN2C(=O)c3ccccc3C2=O)o1	4	30	0	30	1
6	CC(NC(=O)Cc1ccc(S(=O)(=O)N2CCCCC2)cc1)c1ccccc1 (stereo not drawn)	5	12	0	2	2
7	COC(=O)c1c(-c2cccc3ccccc23)csc1NC(=O)Cc1ccc(OC)c(OC)c1	17	15	1	3	10
8	N#Cc1cc2c(nc1SCC(=O)Nc1sc3c(c1C#N)CCC3)CCC2	-9	2	-3	-9	5
9	CC(=O)Nc1ccc(S(=O)(=O)N2CCN(C34CC5CC(CC(C5)C3)C4)CC2)cc1	10	17	-1	15	-6
10	CC(/C=N\N1CCN(Cc2ccc(C)cc2)CC1)=C\c1ccccc1	-24	-6	1	15	14
11	Cc1oc(-c2ccccc2)cc1C(=O)Nc1cccc(C(=O)O)c1	8	24	0	-10	13
12	Cc1ccc(NC(=O)C2CCN(C(=O)c3ccc(Cl)cc3)CC2)nc1	-3	16	1	6	-18

#	APJ antag	MPTP block	MIN6 prolif	APJ agonist
1	-11	56*	-6	0
2	-49	-1.8	-1	0
3	-26	0.8	2	-4
4	-18	-1.9	7	-3
5	8	2.1	0	-1
6	9	-0.1	3	-3
7	5	2.2	-2	1
8	16	0.4	0	-4
9	-2	10	1	5
10	4	-1.0	-5	-5
11	11	-2.7	-3	-4
12	6	-2.1	3	-7

More entries follow:
#	SMILES	tim23-1 inh	tim10-1 inh	NR3A LBD binder	TIM10 inh	NALP3 yeast inh
13	c1ccc(OCc2nn3c(Cn4nnc5ccccc54)nnc3s2)cc1	17	18	-3	14	-1
14	CSC1=NC(C)(C)C=C(/C=C/c2c(Cl)cccc2Cl)N1	36	44*	-2	36	18
15	Cc1onc(NC(=O)NC(=O)c2c(F)cccc2Cl)c1Br	27	17	-1	0	7
16	OCCN1CCN(C(=S)NCCc2ccccc2)CC1	31	6	2	-1	-4
17	CCCCn1c(N)c(N(CCOC)C(=O)CSc2nnc(-c3ccc(C(C)(C)C)cc3)n2N)c(=O)[nH]c1=O	3	16	-1	5	0
18	COCCn1nnnc1C(c1cccc(OC)c1OC)N1CCN(C2CCCCC2)CC1 (stereo not drawn)	-16	-14	-1	5	1
19	CCOCCCNC(=O)C(c1ccc(Cl)cc1)N(Cc1cccs1)C(=O)CNC(C)=O (stereo not drawn)	3	-6	1	-7	6
20	Cc1cc(C)c2nc(NNC(=O)c3cc(=O)c4ccccc4o3)sc2c1	27	12	2	-30	23
21	COc1ccc(CCNC(=O)c2ccc(NS(=O)(=O)c3ccc4[nH]c(=O)[nH]c4c3)cc2)cc1OC	13	19	0	15	20
22	CNS(=O)(=O)c1ccc(CCC(=O)N2CCN(c3ccccc3OC)CC2)cc1	-4	-6	1	5	2
23	Cc1nc(N2CCN(C)CC2)c2sc(=S)n(C)c2n1	4	-7	-1	-8	14
24	O=C(O)Cc1coc(-c2ccc(F)cc2)n1	1	4	0	5	6

#	APJ antag	MPTP block	MIN6 prolif	APJ agonist
13	21	6.1	-4	-6
14	-8	-0.4	-6	0
15	9	-0.6	1	-1
16	2	-2.6	1	1
17	-7	-0.1	-2	-4
18	-9	-1.9	2	-2
19	13	1.8	-1	-3
20	-19	1.4	-6	0
21	-36	-0.2	-5	5
22	-1	0.7	-3	0
23	-43	-2.2	4	-4
24	0	-0.4	-3	-5

Single records (already shown). Values in the order: tim23-1 inh	tim10-1 inh	NR3A LBD binder	TIM10 inh	NALP3 yeast inh	APJ antag	MPTP block	MIN6 prolif	APJ agonist
CC(NC(=O)Cc1ccc(S(=O)(=O)N2CCCCC2)cc1)c1ccccc1 (stereo not drawn) is entered as 5	12	0	2	2	9	-0.1	3	-3
c1ccc2c(c1)nc(Nc1ccc3c(c1)OCO3)c1nnnn12 is entered as 16	15	-2	12	35	-26	0.8	2	-4
CC(=O)Nc1ccc(S(=O)(=O)N2CCN(C34CC5CC(CC(C5)C3)C4)CC2)cc1 is entered as 10	17	-1	15	-6	-2	10	1	5
Cc1ccc(NC(=O)C2CCN(C(=O)c3ccc(Cl)cc3)CC2)nc1 is entered as -3	16	1	6	-18	6	-2.1	3	-7

More results follow.
#	SMILES	tim23-1 inh	tim10-1 inh	NR3A LBD binder	TIM10 inh	NALP3 yeast inh
25	CN(C1CCCCC1)S(=O)(=O)c1cccc(C#N)c1	14	2	1	7	-7
26	CC1SCC(=O)N(CC(=O)Nc2ccc3c(c2)OCO3)C1=O (stereo not drawn)	10	7	-1	11	-6
27	CCOC(=O)C1=C(COC(=O)CNC(=O)c2cccc(C)c2)NC(=O)NC1C (stereo not drawn)	-4	-17	0	-14	12
28	Cc1ccc(NCc2ccc(C)s2)cc1	-4	17	·	3	26
29	CN1CCN(C(=O)c2cc(COc3ccccc3)on2)[C@@H](c2ccccc2)C1	35	24	-1	-9	13
30	CN(C(=O)CSc1nc2ccc(Br)cc2c(=O)n1Cc1ccco1)C1CCS(=O)(=O)C1 (stereo not drawn)	7	-5	1	-3	-2
31	CC1=C(C)C(OCCCl)N(c2cc(O)c(Cl)cc2F)C1=O (stereo not drawn)	24	0	1	-6	-22
32	c1ccc(N2CCN(c3nnc(Cc4cccnc4)c4ccccc34)CC2)nc1	33	25	8	16	13
33	COc1ccc(OC)c(C(=O)Nc2c(O)ccc3ccccc23)c1	34	30	3	26	36
34	c1ccc(CN=C2NN=C(c3cc4ccccc4o3)CS2)cc1	45	-10	0	37	15
35	O=C(Cc1ccc(Cl)cc1)Nc1cccc(-c2nnc(-c3ccco3)o2)c1	-18	22	3	-2	6
36	CCNc1nc(CC)nc2c1oc1ccccc12	17	9	-1	9	14

#	APJ antag	MPTP block	MIN6 prolif	APJ agonist
25	-3	0.4	-2	0
26	-6	2.2	5	0
27	6	-1.0	1	-2
28	2	·	1	-2
29	3	0.0	-3	-4
30	4	2.1	-1	-1
31	9	0.8	-3	-4
32	2	-0.7	-3	0
33	0	1.1	-3	3
34	0	-0.1	-4	-3
35	0	17	-2	-3
36	3	-0.7	-2	0

The results go on:
#	SMILES	tim23-1 inh	tim10-1 inh	NR3A LBD binder	TIM10 inh	NALP3 yeast inh
37	CCOc1ccc(C(=O)N2CCc3cc(OC)c(OC)cc3C2)cc1OCC	19	17	-1	3	20
38	CNc1nc(Cl)c(SC)c(NCc2ccc(F)cc2)n1	35	13	-2	0	21
39	O=C(CSc1ncnc2ccccc12)Nc1ccc2c(c1)OCO2	19	13	1	-12	36
40	Cc1ccc(NC(=O)OCc2cn(-c3ccc(Cl)cc3)nn2)cc1	4	8	-3	-8	33
41	CCCCc1ccc(NC(=S)Nc2cccnc2)cc1	23	36	-26	15	11
42	COc1ccc(C(=O)Nc2ccc(C)cn2)cc1S(=O)(=O)N1CCCc2ccccc21	40	38	-2	12	28
43	Cc1nnc(C)n1/N=C/c1cccn1C	-10	-7	0	-2	19
44	CC(C)n1cnc2c(NCc3ccc(S(N)(=O)=O)cc3)nc(NCc3ccc(S(N)(=O)=O)cc3)nc21	-5	-1	-1	-4	1
45	Cc1ccc(N2CC(C(=O)Nc3ccc(S(=O)(=O)Nc4nccs4)cc3)CC2=O)cc1 (stereo not drawn)	13	20	-5	6	11
46	O=C(O)C1=C[C@H](c2csc3ccccc23)C[C@H](OCCCCO)O1	5	-4	-1	-16	8
47	COc1ccc(OCc2ccc(/C=N\NC(=O)c3sccc3C)o2)cc1	-5	-18	-4	12	14
48	Cc1ccc(S(=O)(=O)NC(=O)Nc2ccccc2)cc1	1	11	-3	0	15

#	APJ antag	MPTP block	MIN6 prolif	APJ agonist
37	-4	1.1	0	11
38	2	1.6	0	-5
39	18	-1.5	-1	-1
40	-4	4.1	-2	-4
41	3	80*	-6	-3
42	-5	-1.3	0	7
43	10	-1.4	0	1
44	20	0.1	2	0
45	-6	-0.4	-4	-3
46	-81	-3.2	-2	1
47	13	-0.2	1	-4
48	5	-0.6	-2	-3

Three of the entries above in order of their number in NR3A LBD binder, lowest first.
# | Structure | NR3A LBD binder | NALP3 yeast inh | APJ antag | MPTP block | APJ agonist
45 | Cc1ccc(N2CC(C(=O)Nc3ccc(S(=O)(=O)Nc4nccs4)cc3)CC2=O)cc1 (stereo not drawn) | -5 | 11 | -6 | -0.4 | -3
42 | COc1ccc(C(=O)Nc2ccc(C)cn2)cc1S(=O)(=O)N1CCCc2ccccc21 | -2 | 28 | -5 | -1.3 | 7
37 | CCOc1ccc(C(=O)N2CCc3cc(OC)c(OC)cc3C2)cc1OCC | -1 | 20 | -4 | 1.1 | 11

Other entries:
#	SMILES	tim23-1 inh	tim10-1 inh	NR3A LBD binder	TIM10 inh	NALP3 yeast inh
49	CCc1ccc2c(CN3CCN(Cc4ccccc4)CC3)cc(=O)oc2c1	14	9	0	11	18
50	O=c1[nH]c(=O)n(Cc2ccco2)c2c1C(C(F)(F)F)(C(F)(F)F)N=C(CCc1ccccc1)N2	-2	16	2	6	6
51	COc1ccc(-c2csc(NC(=O)C3CCN(c4ncnc5sc(C)c(C)c45)CC3)n2)cc1OC	17	10	1	9	15
52	O=Cc1c(Cl)nc2ccccn2c1=O	13	6	1	15	25
53	COc1ccc(C(=O)NCc2ccc3c(c2)OCO3)c(OC)c1	10	3	0	3	10
54	CC(=O)Nc1ccc(S(=O)(=O)NCC(=O)OCC(=O)N2CC(C)OC(C)C2)cc1 (stereo not drawn)	-6	-9	0	-1	6

#	APJ antag	MPTP block	MIN6 prolif	APJ agonist
49	-3	1.0	-3	-1
50	4	6.8	-5	-1
51	-3	88*	-7	24
52	2	1.5	3	1
53	-2	-0.1	-1	-3
54	0	-3.0	2	-4

Rows were taken by chance. Share with any hit: about 7.2%.
